EWS-Fli inh: EWS/Fli transcriptional activity inhibition | A673 NR0B1-luciferase reporter, viability-normalised | inhibition, % at 12.6 µM | actives 0.67% (n = 350,000) | AID 651661;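 active = mean inhibition of at least 50% after viability correction, with every replicate also passing that limit; inconclusive = mean reaches 50% but only one of two replicates passes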;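 note: firefly luciferase signal divided by Alamar Blue viability fluorescence both relative to DMSO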
XiGFP reactiv: reactivates the inactive X chromosome in mouse fibroblasts | XiGFP mouse fibroblasts, % GFP-positive cells imaging, 3 d; cells co-treated with 5-aza-dC sensitizer; scaled so ellipticine positive control = 100% | activation, % at 7.58 µM | actives 0.055% (n = 360,000) | AID 743238;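 active = mean normalized replicate activation at least 10% and every replicate at or above 10%; inconclusive = only one of the two criteria met; inactive = mean below 10% and not all replicates reach 10%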;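 note: 0% = median of on-plate neutral control wells and 100% = ellipticine 6 µM median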
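System: 68-5-11 XiGFP fibroblast line; Timing: 3 days compound exposure; Compound dosing: one concentration, pinned; Benchmarks: positive control ellipticine, 6 µM final; Buffer or medium: DMEM containing 5-aza-dC.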
INS-1E GSIS act: GLuc luminescence reporter in INS-1E cells, primary screen for activators of glucose-dependent secretion of insulin | INS-1E GLuc reporter insulin secretion, 2-3 h | AID 743287 | actives 0.61% (n = 370,000) | activation, % at 16.6 µM;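 active = lowest replicate activation of at least 40%, so every replicate reaches that level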;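 note: 0% = median of neutral control wells and 100% = median of IBMX positive control wells; some compounds called inactive have numbers as strong as hits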
PAX8 reporter: PAX8 transcriptional activity inhibition | RMG-I TPO-luciferase reporter, SteadyGlo, 24 h | actives 1.2% (n = 360,000) | AID 652154 | inhibition, % at 12.6 µM;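 active = mean replicate inhibition at least 60% with every replicate also reaching 60%; inconclusive = only one of the two criteria is met; inactive = mean below 60% and not all replicates reaching 60%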;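 note: luciferase light reporting Pax8 driven TPO promoter activity; plate controls were median of neutral control wells for no effect and mitoxantrone controls for full effect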
DENV2 CPE rescue: inhibitors of DENV2 cytopathic effect; actives 1.7% (n = 350,000); DENV2-infected cells, cytopathic effect rescue, plate reader; CPE inhibition, % at 9.99 µM; AID 651640; in the data active = CPE inhibition above about 20%, passing the limit was not always enough; inconclusive = no clear call, values can overlap the other calls; tested in BHK-21 cells;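 note: 0% = median of neutral control wells and 100% = median of positive control wells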
F508del corr: correctors of CFTR F508del function in bronchial epithelial cells; activity (quench increase), % at 7.58 µM; actives 0.36% (n = 350,000); AID 720511; CFBE cells, YFP halide quenching; stimulated with forskolin plus potentiator P3; % fluorescence drop versus neutral controls;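 active = mean added fluorescence quench of at least 8% versus neutral control, with both replicates also reaching 8%; inconclusive = only one of the mean or replicate conditions met; inactive = mean below 8% and not both replicates reaching 8%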;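 note: cells transiently co-express mutant CFTR-F508del with the halide-sensitive YFP; corrector assay measuring rescue of mutant channel to the surface after 24 h compound exposure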
ERp5 inh: blocks human ERp5 reductase activity on insulin; Q15084; ERp5 insulin aggregation, absorbance 650 nm, 90 min; inhibition, % at 9.99 µM; actives 0.05% (n = 350,000);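 active = mean replicate inhibition above about 25%, with every replicate also reaching it, limit read from the data, passing the limit was not always enough; inconclusive = only one of those two criteria met; inactive = neither criterion met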
Target sequence (Q15084 whole entry, looked up): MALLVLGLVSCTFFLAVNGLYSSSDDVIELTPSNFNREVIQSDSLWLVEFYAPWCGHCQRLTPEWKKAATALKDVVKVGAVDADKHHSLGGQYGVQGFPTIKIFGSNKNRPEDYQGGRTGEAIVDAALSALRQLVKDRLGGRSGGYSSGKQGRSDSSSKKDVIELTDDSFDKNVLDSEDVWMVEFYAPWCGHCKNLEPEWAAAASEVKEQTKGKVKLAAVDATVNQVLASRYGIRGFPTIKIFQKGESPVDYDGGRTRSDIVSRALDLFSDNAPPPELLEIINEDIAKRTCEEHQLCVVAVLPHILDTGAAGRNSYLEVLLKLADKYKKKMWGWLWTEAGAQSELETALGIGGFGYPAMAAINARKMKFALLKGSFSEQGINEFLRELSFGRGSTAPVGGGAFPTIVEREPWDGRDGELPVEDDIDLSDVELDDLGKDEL
ARNT TACC3 PPI: disruptors of human ARNT/TACC3 interaction; inhibition, % at 9.99 µM; AlphaScreen His-ARNT PAS-B/GST-TACC3 binding, luminescence; TACC3 fragment carries E629A point mutation; actives 0.66% (n = 390,000); Q9Y6A5;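 active = mean inhibition of replicates at least 50% and at least half of replicates each reaching 50%; inconclusive = half or more replicates reach 50% but mean below 50%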;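 note: 0% = complete ARNT plus TACC3 wells and 100% = ARNT alone without TACC3; many hits fall short of the cut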
The depositor's hits bear a star; ? = inconclusive; / = no result given. An unsorted share of the library; 4.2% or so of the library scored in one or more.

SMILES	EWS-Fli inh	XiGFP reactiv	INS-1E GSIS act	PAX8 reporter	DENV2 CPE rescue	F508del corr	ERp5 inh	ARNT TACC3 PPI
C[C@H](CO)N1C[C@H](C)[C@H](CN(C)Cc2ccc(Oc3ccccc3)cc2)Oc2ccc(NC(=O)Nc3ccc(C(F)(F)F)cc3)cc2C1=O	56*	0.2	11	/	7	2.9	-2	0
CCCCCCC(=O)N1C/C=C\C(c2ccc(OC)cc2)N(Cc2ccc(F)cc2)C(=O)[C@H]1Cc1ccccc1 (stereo partly drawn)	0	0.1	-21	40	2	-0.4	-3	/
Cc1ccc(NC(=O)CSc2nncn2N)cc1C	0	0.1	/	10	-6	0.6	3	-3
Cc1ccc(S(=O)(=O)N[C@H]2CC[C@H](CCn3cc(-c4cccc(F)c4)nn3)O[C@@H]2CO)cc1	28	-0.2	-26	34	-7	1.3	0	-2
C[C@@H]1CCCCO[C@@H](CN(C)Cc2ccncc2)[C@@H](C)CN([C@@H](C)CO)C(=O)c2cc(NC(=O)Nc3cccc4ccccc34)ccc2O1	10	0.2	-17	/	?	-1.2	-8	0
O=C(O)CNC(=O)c1nc(-c2ccccc2)n(-c2ccccc2)n1	/	0.0	12	-9	/	/	/	-6
C[C@H]1CCCCO[C@@H](CN(C)C(=O)Nc2ccc(C(F)(F)F)cc2)[C@@H](C)CN([C@@H](C)CO)C(=O)c2cc(NC(=O)Nc3ccc4c(c3)OCO4)ccc2O1	-39	-0.1	-31	1	-4	8.1*	0	-10
Cc1ccnc(NC(=O)c2ccccc2NC(=O)c2ccc(Cl)cc2Cl)c1	11	0.7	7	-23	2	4.7	5	6
OC[C@H]1[C@@H](c2ccc(-c3ccccc3F)cc2)[C@H]2CN(Cc3cncnc3)CCCCN21	0	-0.1	4	3	7	1.6	1	-6
CO[C@H](CN(C)C(=O)C1CC1)[C@@H](C)CN(C(=O)Nc1ccc(C(F)(F)F)cc1)[C@@H](C)CO	-11	0.4	-35	7	1	-2.9	0	9
C[C@@H]1CN([C@@H](C)CO)C(=O)c2cc(NC(=O)CCCN(C)C)ccc2O[C@H]1CN(C)S(=O)(=O)c1ccccc1	6	-0.1	1	-8	-10	0.5	1	-12
CN(C)C(=O)c1cccc(-c2ccccc2[C@@H]2[C@@H](C#N)N(C(=O)C3CCCC3)[C@H]2CO)c1	3	0.1	-6	/	14	-0.1	1	/
C/C(=N\Nc1nccnc1Cl)c1ccc(O)cc1	-50	0.0	-1	-34	0	-2.6	0	23
C[C@@H]1CN([C@H](C)CO)C(=O)c2cc(C3=CCCCC3)cnc2O[C@@H]1CN(C)C(=O)Nc1ccccc1	-5	-0.1	-10	/	-2	-0.1	-1	2
CN(C)C(=O)c1ccc(-c2ccc([C@@H]3[C@@H](CO)N4CCCCN(CCC(F)(F)F)C[C@@H]34)cc2)cc1	-8	0.6	-4	-15	12	1.2	1	-6
COC(=O)c1cn(-c2nc3ccccc3s2)nn1	-7	0.0	-23	-14	1	0.1	0	/
Cc1cc([N+](=O)[O-])nn1CCCC(=O)Nc1sc2c(c1C(N)=O)CCC(C)C2 (stereo not drawn)	-4	-0.1	7	97*	13	1.3	-3	/
Cc1cc(-c2nc3ncccc3o2)ccc1NC(=S)NC(=O)C(C)C	-15	0.0	8	0	/	-3.6	3	-2
COCCN=C1Sc2ccccc2[C@@H]2C[C@H]3[C@H](CON3C)CN12	-2	0.5	24	-22	7	-1.7	3	/
C[C@@H]1CN([C@H](C)CO)C(=O)Cc2cc(NC(=O)Nc3ccc(F)cc3)ccc2O[C@H]1CN(C)S(=O)(=O)c1cn(C)cn1	-11	0.0	-2	5	/	-3.2	/	/
CCCC(=O)N1CCCC1(C)C(=O)N(C)Cc1cccc2ccccc12 (stereo not drawn)	-1	0.0	-1	24	-4	4.7	-7	/
COc1ccccc1C(=O)N1C[C@H]2[C@@H](c3ccccc31)[C@@H](CO)N2C(=O)Nc1ccccc1	13	0.1	-10	19	-6	2.0	-2	6
CN(C)C(=O)[C@@H]1[C@@H](CO)[C@@H]2Cn3c(ccc(-c4cccc(F)c4)c3=O)[C@H]1N2CCc1ccccc1	-2	0.1	-2	-3	-5	1.8	1	-8
FC(F)(F)c1ccccc1/C=N/N1CCN(Cc2ccccc2)CC1	-74	-0.1	37	-69	?	2.3	3	/
COC(=O)Nc1nc(-c2cc(Cl)ccc2Cl)cs1	-4	0.1	-6	-11	0	-2.6	-1	-2
CC(C)(C)C1CCC(=NNC(=S)Nc2cccnc2)CC1 (stereo not drawn)	13	0.4	-1	0	0	3.2	-1	-24
O=C(COC(=O)c1cccnc1Cl)NC1CCCCC1	0	0.1	/	5	7	1.1	-1	-1
COC(=O)C1=C(C)N(Cc2ccc(C(F)(F)F)cc2)C(=NCc2ccc(OC)cc2)NC1c1cccc(Cl)c1 (stereo not drawn)	-14	4.1	/	15	-7	3.1	2	/
COc1ccc(F)cc1S(=O)(=O)Nc1ccncc1	3	0.1	0	11	3	-2.8	5	-4
C[C@H](CO)N1C[C@H](C)[C@@H](CN(C)C)Oc2ccc(NS(C)(=O)=O)cc2C1=O	-1	0.3	14	-8	?	-3.5	1	-11
C[C@@H]1O[C@@H](OC[C@H]2O[C@@H](Oc3c(-c4ccc(O)c(O)c4)oc4cc(O)cc(O)c4c3=O)[C@H](O)[C@@H](O)[C@@H]2O)[C@H](O)[C@H](O)[C@H]1O	-1	-0.1	12	-16	-2	4.2	1	1
C/C(=N\NC(=O)COc1ccc2ccccc2c1)c1cccs1	-9	0.3	-10	/	-9	-2.1	-2	-2
Cc1ccc(C)c(NC(=O)Cn2cc(C(=O)C3CC3)c3ccccc32)c1	11	0.0	2	10	5	-1.2	-1	0
COc1ccc2c(c1)CCc1c(C(=O)NCC(C)C)noc1-2	-54	0.0	2	-189	6	1.4	4	-1
Cc1ccc(NS(=O)(=O)c2cc(Br)cnc2N)cc1C	-21	0.1	18	6	-2	1.6	4	4
COc1ccc(Sc2nc(-c3ccccc3)ncc2C(=O)O)cc1	11	0.0	8	-19	3	-2.0	2	-10
c1ccc(-n2nnnc2Sc2ncnc3sc4c(c23)CCCC4)cc1	/	-0.1	2	22	/	/	/	-4
Cc1cc(N2CCN(C)CC2)nc2ccc(NC(=S)NCCC(C)C)cc12	6	0.3	7	24	-1	2.0	7	24
CN(C)S(=O)(=O)c1cccc(NC(=S)NCCCn2ccnc2)c1	14	0.1	-1	14	3	0.1	0	10
C[C@H]1CN([C@@H](C)CO)C(=O)Cc2cc(NC(=O)Nc3ccc(C(F)(F)F)cc3)ccc2O[C@H]1CN(C)Cc1ccc(Cl)c(Cl)c1	6	-0.5	0	49	-2	-0.3	-2	27
CC(OC(=O)c1ccc2c(c1)OCCO2)C(=O)NC1CCCCC1C (stereo not drawn)	0	0.4	9	-13	-3	0.6	7	-1
c1ccc(Nc2c(-c3ccco3)nc3ccccn23)cc1	6	0.1	16	12	/	-1.6	/	/
Cc1ccc(S(=O)(=O)Oc2ccc(/C=C3/C(=N)N4C(=NC3=O)SN=C4S(C)(=O)=O)cc2)cc1	-6	0.1	3	-5	-1	0.1	8	9
C/C(=N/N=C(\C)c1ccccc1O)c1ccccc1O	-91	0.0	-4	-54	2	-0.4	0	-15
COc1ccc(S(=O)(=O)N(C)C[C@@H]2Oc3ncc(C#CC4(O)CCCC4)cc3C(=O)N([C@@H](C)CO)C[C@@H]2C)cc1	-6	0.6	-11	-20	-5	-1.0	-3	-3
COc1ccccc1NC(=O)CSc1nnc(Cn2cnc3ccccc32)o1	4	0.0	3	-6	-5	-0.7	-15	0
O=C(O)C[C@H]1c2ccc(C(F)(F)F)cc2S(=O)(=O)N1Cc1ccccc1	6	0.0	0	4	3	-0.3	-14	-5
C[C@H](NC(=O)C[C@H]1CC[C@H]2[C@@H](COC[C@H](O)CN2Cc2ccc(C(F)(F)F)cc2)O1)c1ccccc1	20	0.1	-2	21	-2	-0.2	0	5
Cc1ccc(S(=O)(=O)N2CCN(CCNC(=O)C(=O)Nc3ccc(F)cc3)CC2)cc1	3	0.0	-4	16	-1	-0.8	0	-13
CNc1[nH]ncc1[N+](=O)[O-]	-8	0.1	15	3	-2	4.9	-1	0
O=C(c1cccnc1)N1CC[C@H]2[C@H](CO)Nc3ccc(-c4ccccc4)cc3[C@H]21	-1	0.1	8	9	12	0.9	2	9
C[C@@H]1CN([C@@H](C)CO)C(=O)c2cc(NC(=O)Nc3ccc(F)cc3)ccc2O[C@@H]1CN(C)C(=O)Nc1ccc(F)cc1	-11	0.3	-2	/	/	0.8	1	-5
CCCNC(=O)[C@@H]1[C@@H](CO)[C@@H]2Cn3c(cccc3=O)[C@H]1N2C(=O)C1CC1	2	0.4	17	/	-3	-0.5	-3	-28
CC(OC(=O)Cn1[nH]c(=O)c2ccccc2c1=O)C(=O)Nc1cccc(Cl)c1 (stereo not drawn)	-3	0.1	20	-5	5	3.4	1	15
COc1cc(C(=O)OCCCN=C2NS(=O)(=O)c3ccccc32)cc(OC)c1OC	-81	0.0	14	6	6	-3.0	-1	-10
C[C@H]1CN([C@@H](C)CO)C(=O)c2cc(NC(=O)Cn3cnnn3)ccc2O[C@H]1CN(C)C(=O)Nc1ccc(F)cc1	1	-0.1	5	-15	2	-2.3	-5	-23
CC(NCCCSc1ccccc1)C(O)c1ccc(O)cc1 (stereo not drawn)	1	0.2	-16	34	-6	2.5	-3	/
Cc1cc(C)n2nc(CNS(=O)(=O)c3ccc(F)c(C)c3)nc2n1	17	0.3	/	-19	-1	0.2	6	-1
S=C(NC1CCCC1)N1CCN(c2cccc(Cl)c2)CC1	9	0.3	-9	26	/	-2.7	5	-1
Cc1ccccc1NN=Nc1nc2c([nH]1)c(=O)n(C)c(=O)n2C	7	-0.2	1	2	1	/	4	6

Going on with the list:
SMILES	EWS-Fli inh	XiGFP reactiv	INS-1E GSIS act	PAX8 reporter	DENV2 CPE rescue	F508del corr	ERp5 inh	ARNT TACC3 PPI
CC1(C)CC(=O)C2=C(C1)OC(=O)CC2c1cccs1 (stereo not drawn)	3	0.0	/	6	5	-1.7	5	-4
COc1ccc(NC(=O)N(C)C[C@@H]2Oc3ccc(NC(=O)Nc4ccc(C(F)(F)F)cc4)cc3CC(=O)N([C@@H](C)CO)C[C@H]2C)cc1	12	-0.6	-7	24	-15	3.3	-16	-7
O=C(Nc1ccccc1)Nc1ccc2c(c1)[C@H]1C[C@@H](CC(=O)N3CCOCC3)O[C@H](CO)[C@H]1O2	-1	0.1	12	-7	5	-0.1	/	-17
CSc1ccc(C#N)cc1NC(=O)c1ccccc1C	2	0.0	1	22	-6	3.9	-4	-14
CC1CCc2c(sc(NC(=O)c3cccs3)c2C(=O)O)C1 (stereo not drawn)	-131	0.2	-1	-2	3	-0.7	-1	28
O=C(C1CCN(S(=O)(=O)N2CCOCC2)CC1)N1CCN(c2ccccc2F)CC1	9	0.1	22	7	3	-0.1	-6	-5
CNC[C@@H]1Oc2c(NC(=O)c3nc4ccccc4s3)cccc2C(=O)N([C@H](C)CO)C[C@@H]1C	-6	-0.1	25	-2	-2	-1.6	-1	-7
